Bioassay records as filed in PubChem BioAssay.
influenza NS1A: H1N1 influenza NS1A inhibitors, functional cell based assay (AID 504329) | NS1A functional cell-based assay, percent inhibition; higher % means a stronger effect | inhibition, % at 12.5 µM, or IC50 in µM where a hit was titrated | hit rate 0.3% among 340,000; in the data active = a potency from the dose series; inconclusive = inhibition above about 27% without an active follow-up result; note: strong numbers were not always called active
inhibitors of VEEV: inhibitors of VEEV TC-83 cytopathic effect, confirmation, Vero cells (AID 588727) | Vero cells, VEEV TC-83 cytopathic effect inhibition; higher % means a stronger effect | inhibition, % at 20 µM; hits with a dose series show IC50 in µM | hit rate 0.13% among 350,000; in the data active = a potency from the dose series; inconclusive = inhibition mostly from about 14% at the one dose, without a potency; inactive = the rest, 99 in 100 with inhibition below about 12%; note: strong numbers were not always called active
Salmonella PhoP GFP: PhoP regulon inhibitors, Salmonella typhi PhoP promoter GFP reporter, confirmatory (AID 1850). Salmonella Typhi PhoP-promoter GFP reporter, fluorescence, 4 h; higher % means a stronger effect. inhibition, % at 50 µM, or IC50 in µM where a hit was titrated. hit rate 0.33% among 310,000; in the data active = a potency from the dose series; inconclusive = inhibition mostly from about 25% at the one dose, without a potency; inactive = the rest, 99 in 100 with inhibition below about 19%;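 note: 0% = induced wells with vehicle and 100% = uninduced wells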
M. tuberculosis: growth inhibition of non-replicating M. tuberculosis (AID 488890); Mycobacterium tuberculosis non-replicating, growth inhibition; higher % means a stronger effect; inhibition, % at 25 µM, or IC50 in µM where a hit was titrated; hit rate 0.39% among 320,000; in the data active = a potency from the dose series; inconclusive = inhibition mostly from about 82% at the one dose, without a potency; inactive = the rest, 99 in 100 with inhibition below about 76%;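 note: plate controls were DMSO cells for no effect and high antibiotic wells for full effect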
H37Rv inhibition: M. tuberculosis growth inhibition, HTS (AID 449762); hit rate 0.59% among 330,000; one-dose inhibition, % at 25 µM; IC50 in µM for titrated hits; M. tuberculosis H37Rv growth inhibition, 7H9 media; higher % means a stronger effect; in the data active = a potency from the dose series; inconclusive = inhibition above about 70% without an active follow-up result;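 note: bacterial growth assessed after seven days of incubation; strong numbers were not always called active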
inhibitors of VEEV 10K pilot screen: recorded beside inhibitors of VEEV, whose call it bears; inhibition, %; measured here: 10K pilot screen inhibition
Active calls of the source: *; i = inactive; ? = inconclusive; . = not tested or not shown.

SMILES	influenza NS1A	inhibitors of VEEV	Salmonella PhoP GFP	M. tuberculosis	H37Rv inhibition	others
CC(=O)Nc1ccc(S(=O)(=O)N2CCN(c3ccc(C)c(Cl)c3)CC2)cc1	-16%	1.8%	-4%	19%	0%	inhibitors of VEEV 10K pilot screen=1.2
COC(=O)c1cnn(-c2nc3c(C)cccc3s2)c1C	11%	1.3%	-4%	9%	1%
CCc1c(C(=O)NNC(=S)NCc2ccccc2)csc1C	6%	0.2%	4%	-26%	10%
CCn1c(C)nc2cc(C(=O)N/N=C/c3ccccc3C)ccc21	-18%	6.1%	0%	-3%	-3%
COc1cc(SC)ccc1C(=O)Nc1ccncc1	-6%	1.1%	-5%	22%	8%
CC(NC(=O)[C@H](C)N1C(=O)N2CCc3c([nH]c4ccccc34)[C@@]2(C)C1=O)c1ccccc1 (stereo not given in full)	-1%	4.1%	-1%	33%	-8%
Fc1cc(F)c2nc(Nc3nc4cc5c(cc4s3)OCO5)sc2c1	-5%	9.0%	-5%	53%	-1%
O=C(NC1CCCCCC1)c1c(O)nc2sccn2c1=O	-7%	3.3%	4%	50%	?
CC(C(=O)N1c2ccccc2Sc2ccccc21)n1nnc(-c2cccs2)n1 (stereo not given)	-13%	0.1%	4%	11%	-1%
COc1ccc(NC(=O)C2=C(C)C(=O)OC23CCC(C)CC3)cc1Cl (stereo not given)	2%	5.8%	-7%	24%	-1%
Nc1ccc(-c2cc3ccccc3c(=O)o2)cc1	6%	0.9%	.	-3%	-5%
CC(C)CCn1c(N)c(C(=O)OCC2CCCO2)c2nc3ccccc3nc21 (stereo not given)	-3%	7.8%	2%	47%	?
CCOc1ccc(C(=O)Nc2cc(OC)ccc2OC)cc1	8%	i	-2%	4%	-2%
CCCN1C(=O)/C(=C/c2ccncc2)SC1=S	19%	1.7%	-7%	14%	-6%
COC(=O)COc1ccc(S(=O)(=O)N2CCc3ccccc3C2)cc1C	5%	i	4%	41%	-5%
CCOc1ccccc1N1CC(C(=O)NCCc2ccc(S(N)(=O)=O)cc2)CC1=O (stereo not given)	-4%	2.1%	1%	10%	3%
O=C(CCCCCBr)N1CCC(CC2CC(c3cccc(Br)c3)=NO2)(C(=O)NCC2CCCCC2)CC1 (stereo not given)	-5%	i	-12%	74%	?
COc1cc(C(=O)N(CCc2ccccc2)C2=CC3CCC(C2)N3C)cc(OC)c1OC (stereo not given)	0%	i	-4%	-6%	-12%
Cc1sc2nc(SCC(=O)N3CCN(CCO)CC3)n(-c3ccccc3)c(=O)c2c1C	-2%	i	-4%	2%	0%
CCN(CC)C(=O)c1ccc(NC(=O)c2sccc2-c2ccccc2)cc1	21%	10.0%	-3%	0%	-7%
Cc1nc2oc3ccc(Cl)cc3c(=O)c2cc1C(=O)O	16%	0.2%	6%	-1%	1%
Cc1ccc(NC(=O)c2cn(CCC#N)nc2-c2cccs2)c([N+](=O)[O-])c1	6%	9.4%	-7%	22%	16%
O=C(OCC1OC(n2ccc(=O)[nH]c2=O)C2OC12)c1ccccc1 (stereo not given)	5%	0.3%	.	.	.
Cc1c(NC(=O)C(C)OC(=O)c2cccc([N+](=O)[O-])c2)c(=O)n(-c2ccccc2)n1C (stereo not given)	-4%	i	-6%	-30%	0%
CC(C(=O)NC1CCCC1)N1CCN(Cc2ccccc2)CC1 (stereo not given)	-5%	0.6%	7%	-1%	-11%
CN(C)S(=O)(=O)c1ccc(NC(=O)COc2ncnc3c2cnn3-c2ccccc2)cc1	-2%	1.0%	-2%	42%	-22%
CCN(Cc1ccccc1)S(=O)(=O)c1ccc(C(=O)N2CCN(c3nc4ccccc4s3)CC2)cc1	-7%	2.8%	1%	-20%	-4%
COc1ccc(CCNC(=S)N2CCN(S(=O)(=O)c3ccccc3)CC2)cc1	-6%	7.1%	-4%	4%	-1%
COC(=O)c1c(NC(=O)CSc2nnnn2-c2ccccc2)sc2c1CCC(C(C)(C)C)C2 (stereo not given)	-20%	i	-8%	.	.
COc1ccc(NC(=O)CCOc2ccccc2C)cc1S(=O)(=O)N1CCCCC1	-8%	4.8%	12%	11%	11%

The final 3 compounds of the part above open the next one:
SMILES	influenza NS1A	inhibitors of VEEV	Salmonella PhoP GFP	M. tuberculosis	H37Rv inhibition	others
COc1ccc(CCNC(=S)N2CCN(S(=O)(=O)c3ccccc3)CC2)cc1	-6%	7.1%	-4%	4%	-1%
COC(=O)c1c(NC(=O)CSc2nnnn2-c2ccccc2)sc2c1CCC(C(C)(C)C)C2 (stereo not given)	-20%	i	-8%	.	.
COc1ccc(NC(=O)CCOc2ccccc2C)cc1S(=O)(=O)N1CCCCC1	-8%	4.8%	12%	11%	11%
O=C(CCN1C(=O)c2ccc([N+](=O)[O-])cc2C1=O)Nc1nccs1	-2%	1.1%	7%	-7%	2%
Cc1ccc(S(=O)(=O)NNC(=O)Cc2cccn2C)cc1	-5%	i	3%	2%	-4%
COc1cc(NC(=O)c2ccccc2)ccc1NC(=O)c1cc2ccccc2o1	-6%	0.4%	-20%	12%	-15%
NC(=O)c1cc2c(s1)-c1cc(Cl)ccc1SC2	-6%	4.4%	-5%	19%	54%
CCCCn1c(SCC(=O)N2CCc3ccccc32)nnc1-c1ccncc1	-10%	i	-1%	1%	-5%
Cc1ccc2oc(-c3ccccc3)c(C(=O)O)c(=O)c2c1	11%	2.0%	-15%	20%	4%
Cc1ccc2cc(CNC(C)C)c(=O)[nH]c2c1	-18%	1.9%	0%	-1%	-4%
CNCCc1c(C)n[nH]c1C	-4%	3.0%	-27%	5%	2%
C=CCn1c(=O)[nH]c2cc(C(=O)N3CCN(c4cccc(Cl)c4)CC3)ccc2c1=O	1%	i	-8%	55%	16%
O=C(CCc1nnc2ccc(N3CCOCC3)nn12)Nc1ccc(F)cc1F	9%	1.5%	3%	-3%	-8%
CC(=O)Nc1ncnc2c1c(-c1ccc(Cl)cc1)nn2C(C)(C)C	-2%	0.1%	0%	35%	2%
CN[C@H]1CCc2cc(OC)c(OC)c(OC)c2-c2ccc(OC)c(=O)cc21	4%	12%	-5%	3%	9%
COc1ccc(OC)c(S(=O)(=O)NCC(c2ccco2)N2CCc3ccccc3C2)c1 (stereo not given)	-1%	1.8%	8%	6%	2%
COc1ccc(CCN2C(=O)c3[nH]nc(-c4ccccc4O)c3C2c2ccccc2)cc1OC (stereo not given)	19%	1.3%	0%	-28%	-7%
CC1CN(C(=O)c2ccc(Cl)c(S(=O)(=O)NCc3ccco3)c2)CC(C)O1 (stereo not given)	-12%	4.2%	.	-13%	-8%
O=C(OCC(=O)N1CCOCC1)c1cccc(S(=O)(=O)N2CCCc3ccccc32)c1	15%	1.0%	-8%	7%	3%
CCC(=O)Nc1cccc(NC(=O)CN2CCN(c3ccccc3OC)CC2)c1	10%	0.1%	-1%	-8%	6%	inhibitors of VEEV 10K pilot screen=1.1
Cc1ccc(Cn2ncc3c(N4CCN(CCc5ccccc5)CC4)ncnc32)cc1	.	1.3%	-5%	33%	-1%
COc1ccc2c(c1)CCc1c(C(=O)Nc3c(C)nn(Cc4ccccc4)c3C)noc1-2	1%	6.6%	-2%	-2%	0%
CC(C)CC(=O)NC(Nc1ccc([N+](=O)[O-])cc1)C(Cl)(Cl)Cl (stereo not given)	1%	0.7%	3%	34%	4%
COc1ccc(NC(=O)COc2coc(CN3c4ccccc4CC3C)cc2=O)cc1 (stereo not given)	-1%	2.2%	-1%	-7%	-6%
CC(C)n1nnnc1SCC(=O)Nc1cccc(F)c1	2%	1.6%	.	.	.
O=C(C1=C[C@H](c2coc3ccccc3c2=O)C[C@H](OCc2ccc(CO)cc2)O1)N1CCN(Cc2ccc3c(c2)OCO3)CC1	9%	5.3%	-4%	35%	?
CCCS(=O)(=O)N1CCN(Cc2c[nH]c3ccccc23)CC1	-1%	0.8%	-10%	-9%	-2%
S=C(Nc1ccccn1)c1ccccn1	28%	0.3%	-4%	-3%	0%
Cc1cc(C(=O)CN2C(=O)NC(C)(c3cccc(Br)c3)C2=O)c(C)n1Cc1ccco1 (stereo not given)	0%	4.2%	2%	40%	5%
CCOc1[nH]c(/N=C/c2ccco2)c(C#N)c1C#N	9%	0.5%	0%	0%	-1%
CN(CC(=O)Nc1ccc(Cl)cc1F)C1=NS(=O)(=O)c2ccccc21	5%	2.4%	.	4%	-6%
Cc1cccc(C2NS(=O)(=O)N=C2N)c1 (stereo not given)	6%	i	0%	10%	-2%
Cc1ccc(SC(c2ccc(C)cc2)C(Cn2cncn2)C(=O)c2ccccc2)cc1 (stereo not given)	8%	i	-3%	5%	2%

Part of the list above in order of length of the SMILES, lowest first.
SMILES	influenza NS1A	inhibitors of VEEV	Salmonella PhoP GFP	M. tuberculosis	H37Rv inhibition	others
CCOc1[nH]c(/N=C/c2ccco2)c(C#N)c1C#N	9%	0.5%	0%	0%	-1%
CCCS(=O)(=O)N1CCN(Cc2c[nH]c3ccccc23)CC1	-1%	0.8%	-10%	-9%	-2%
CN(CC(=O)Nc1ccc(Cl)cc1F)C1=NS(=O)(=O)c2ccccc21	5%	2.4%	.	4%	-6%
O=C(OCC(=O)N1CCOCC1)c1cccc(S(=O)(=O)N2CCCc3ccccc32)c1	15%	1.0%	-8%	7%	3%
COc1ccc2c(c1)CCc1c(C(=O)Nc3c(C)nn(Cc4ccccc4)c3C)noc1-2	1%	6.6%	-2%	-2%	0%
O=C(C1=C[C@H](c2coc3ccccc3c2=O)C[C@H](OCc2ccc(CO)cc2)O1)N1CCN(Cc2ccc3c(c2)OCO3)CC1	9%	5.3%	-4%	35%	?

Back to the main list, repeating the 4 entries before the break.
SMILES	influenza NS1A	inhibitors of VEEV	Salmonella PhoP GFP	M. tuberculosis	H37Rv inhibition	others
CCOc1[nH]c(/N=C/c2ccco2)c(C#N)c1C#N	9%	0.5%	0%	0%	-1%
CN(CC(=O)Nc1ccc(Cl)cc1F)C1=NS(=O)(=O)c2ccccc21	5%	2.4%	.	4%	-6%
Cc1cccc(C2NS(=O)(=O)N=C2N)c1 (stereo not given)	6%	i	0%	10%	-2%
Cc1ccc(SC(c2ccc(C)cc2)C(Cn2cncn2)C(=O)c2ccccc2)cc1 (stereo not given)	8%	i	-3%	5%	2%
COC(=O)CSc1cc(C(F)(F)F)nc(-c2ccccn2)n1	-4%	i	-7%	9%	-1%
O=S(Cc1ccc(Br)cc1)Cc1nnc(SCc2ccc(Cl)cc2)n1-c1ccccc1 (stereo not given)	5%	i	-7%	36%	91µM*
O=C(NNc1nc2cc3c(cc2s1)OCCO3)c1ccc(F)cc1	-11%	0.8%	2%	?	20%
FC(F)(F)c1ccccc1N1CC1c1ccncc1 (stereo not given)	13%	i	6%	-9%	-7%
Cc1cc(OCCOCCN(C)CCO)cc(C)c1Cl	-3%	6.6%	5%	11%	1%
O=c1[nH]c(C2CCN(S(=O)(=O)c3cccc(Cl)c3)CC2)nc2c1nnn2Cc1ccccc1	6%	6.3%	.	.	.
c1ccc(-n2nc3c(ccc4cnnc43)[nH]2)cc1	-21%	6.2%	-9%	17%	4%
Cc1cc(C)nc(Nc2nc(C)c3cc4c(cc3n2)OCO4)n1	2%	7.4%	-4%	33%	3%
COc1ccccc1-c1oc2ccccc2c1C#CC1(N)CCCCC1	0%	0.6%	.	?	?
COc1ccc(NS(=O)(=O)c2cn(C)cn2)c(OC)c1	5%	i	-14%	-4%	3%
COc1ccccc1NC(=O)Oc1ccc(NC(=O)c2ccco2)cc1	1%	2.4%	7%	-3%	-4%
O/N=C/c1ccc2cccc(OCc3ccccc3)c2n1	1%	0.7%	5%	10%	10%
